bCat KO growth: beta-catenin-lacking colon tumor cell growth suppression; 140,000 compounds, 1.5% hits; HCT116 beta-catenin knockout viability, CellTiter-Glo, 60 h; active compounds read low; viability, % at 10 µM;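 active = viability at or under a set limit, the compound median less 4 SD, cut at about 6% in these data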;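 note: 0% = Hyamine 1622 control at 20 µM and 100% = untreated cell control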
Yeast growth inh: yeast BB579 growth reduction in restrictive medium. S. cerevisiae BB579 growth, OD615, 48 h. 140,000 compounds, 0.51% hits. inhibition, % at 10 µM;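 active = inhibition above a set limit, 3 SD over the mean compound inhibition, cut at about 44% in these data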; note: inactives centre near -24
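Detection: OD615 turbidity measurement; Material: Saccharomyces cerevisiae DeaD strain BB579, replicative lifespan model yeast; Timing: 48 h exposure, 30 °C; Doses: single 10 µM dose; Medium: CSMM-D restrictive synthetic medium containing dextrose (glucose); Controls: amphotericin B at 10 µg/mL as positive control.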
Measles CPE: protection of cells from measles virus; protection (pct of control), % at 4 µM; Measles virus-infected cells, CPE protection, absorbance; 140,000 compounds, 1.5% hits; in the data active = protection mostly above about 24%, no sharp cut-off; inactive = mostly below about 26%; note: some compounds called inactive have numbers as strong as hits
E-sel TNF inh: blocks E-selectin expression induced by TNF alpha; HUVEC TNFa-induced E-selectin immunofluorescence, high content; inhibition, % at 2 µM; 120,000 compounds, 0.71% hits; AID 1246;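 active = inhibition above the batch mean plus 3 SD, and confirmed as a hit on visual image review, cut at about 43% in these data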;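 note: 0% = TNF-stimulated DMSO wells and 100% = unstimulated control wells; not every result past the cut was called active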
GALR2 antag: GALR2 (human) receptor antagonism; O43603; GALR2-expressing cells, antagonist mode; inhibition, % at 4 µM; 140,000 compounds, 0.39% hits; in the data active = inhibition above about 27%;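 note: cells stimulated with galanin 1-16 at roughly its EC80; 0% = agonist challenge control and 100% = basal control without agonist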
Target sequence (O43603 whole entry, looked up): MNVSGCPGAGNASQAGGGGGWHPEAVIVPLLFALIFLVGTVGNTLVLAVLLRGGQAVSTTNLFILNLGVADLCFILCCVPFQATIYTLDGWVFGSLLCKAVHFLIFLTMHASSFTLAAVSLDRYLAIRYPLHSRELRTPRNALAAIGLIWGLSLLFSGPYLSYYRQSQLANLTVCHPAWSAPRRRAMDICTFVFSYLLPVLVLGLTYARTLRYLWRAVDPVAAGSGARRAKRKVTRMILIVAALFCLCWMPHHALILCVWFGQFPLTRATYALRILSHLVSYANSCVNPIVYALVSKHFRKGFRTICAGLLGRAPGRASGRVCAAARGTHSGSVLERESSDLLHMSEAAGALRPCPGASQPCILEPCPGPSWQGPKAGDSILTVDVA
Yeast life ext: yeast lifespan extension | S. cerevisiae growth with nicotinamide, OD615; deaD strain in restrictive glucose medium | inhibition of the nicotinamide effect, % at 10 µM | 130,000 compounds, 0.68% hits;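 active = inhibition above a set limit, placed 3 SD over the median of all compounds, cut at about 26% in these data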;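 note: 0% = nicotinamide-treated wells and 100% = cells grown without nicotinamide; some compounds called inactive have numbers as strong as hits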
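Assay system: engineered S. cerevisiae DeaD replicative-lifespan strain, galactose-grown log-phase cells; medium: restrictive CSMM-D dextrose medium; also added: nicotinamide, 1.5 mM, co-present with compound; schedule: 48 h compound exposure at 30 °C, humidified; detection: absorbance at 615 nm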
MRP-1 activ: activates MRP-1; H69AR cells + doxorubicin, viability rescue, CellTiter-Glo; viability increase, % at 10 µM; 140,000 compounds, 0.61% hits; AID 799;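 active = viability gain under doxorubicin at or above a set limit, the compound median plus 3 SD, cut at about 4.7% in these data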;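 note: MRP-1 overexpressing cells given doxorubicin 25 µM after compound pretreatment; 18-22 h compound pretreatment then 72 h with doxorubicin before readout; 0% = doxorubicin-only wells and 100% = vehicle-treated cells without doxorubicin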
PTEN del growth: growth suppressors of cells with PTEN tumor suppressor deletion. 140,000 compounds, 1.2% hits. viability, % at 10 µM. HCT116 PTEN-null viability, CellTiter-Glo, 60 h; active compounds read low;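 active = viability at or below a set limit, 4 SD under the median of all tested compounds, cut at about 3.7% in these data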;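 note: PTEN knockout HCT116 line with beta catenin targeted HCT116 as companion control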
NPY Y2 blocker: NPY-Y2 (human) receptor antagonism; NPY-Y2 expressing cells, antagonist mode; inhibition, % at 2.7 µM; 140,000 compounds, 0.99% hits; AID 793; in the data active = inhibition above about 17%;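 note: 0% = vehicle with agonist challenge and 100% = reference antagonist with challenge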
Target sequence (P49146 whole entry, looked up): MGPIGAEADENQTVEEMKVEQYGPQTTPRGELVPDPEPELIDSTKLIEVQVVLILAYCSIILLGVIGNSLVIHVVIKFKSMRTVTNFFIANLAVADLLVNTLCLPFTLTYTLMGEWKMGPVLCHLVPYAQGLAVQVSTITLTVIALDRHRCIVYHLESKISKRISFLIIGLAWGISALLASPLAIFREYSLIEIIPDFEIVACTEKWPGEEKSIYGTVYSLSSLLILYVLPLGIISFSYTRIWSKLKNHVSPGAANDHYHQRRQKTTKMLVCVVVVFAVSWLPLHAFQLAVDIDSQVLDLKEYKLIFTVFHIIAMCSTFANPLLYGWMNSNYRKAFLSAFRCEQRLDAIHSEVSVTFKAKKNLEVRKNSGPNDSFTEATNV
Phagocytosis inh: blocks phagocytosis by macrophages; J774A.1 macrophage IgG-bead phagocytosis, imaging; inhibition, % at 5 µM; 110,000 compounds, 0.07% hits;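 active = inhibition above the mean of the plate negative controls plus 5 SD, cut at about 13% in these data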;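 note: phagocytic index as fraction of beads internalized from green versus red external bead signal; plate controls were DMSO negative control for no effect and cytochalasin-D positive control for full effect; some results beyond the cut were filed as inactive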
Starred values were filed as active, the others as inactive; . = no result given.

SMILES	bCat KO growth	Yeast growth inh	Measles CPE	E-sel TNF inh	GALR2 antag	Yeast life ext	MRP-1 activ	PTEN del growth	NPY Y2 blocker	Phagocytosis inh
Clc1ccccc1CSc1ncccn1	88	-42	1	-3	-4	-16	-2.4	82	4	-2
COc1ccc(CNc2oc(-c3cccc4ccccc34)nc2C#N)cc1	93	-31	68*	-11	3	-6	-1.8	98	10	.
CCOC(=O)C1CCN(C(=O)CCCOc2ccccc2)CC1	96	24	6	8	-5	-12	-2.6	96	4	.
COc1cc(C2NC(=O)NC(c3ccccc3)=C2C(C)=O)ccc1OCC#N (stereo unspecified)	94	-53	3	-18	12	-6	-0.2	104	-2	1
O=C(/C=C/Nc1cccc(C(F)(F)F)c1)c1ccc(Oc2ncccn2)cc1	85	-38	3	64*	-9	-22	-0.4	80	0	-2
CCCC(=O)Nc1ccccc1-c1nnc(SC)[nH]c1=O	82	15	8	-8	1	-8	0.0	91	1	-1
Cn1c(C(=O)N2CCN(c3ccc(Cl)cc3)CC2)cc2c(=O)[nH]c3ccccc3c21	23	-19	10	.	4	-26	-3.0	45	1	0
O=C(Nc1ccc(-c2nc3ccccc3[nH]2)cc1)c1cccc(N2C(=O)CCC2=O)c1	90	-42	5	-20	18	-1	-3.2	98	5	-6
Cc1cc(NCCCn2ccnc2)n2ncc(-c3ccccc3)c2n1	78	-8	7	-13	-1	-17	-5.7	76	0	0
Cc1cc(=O)oc(C)c1C(=O)O	96	-25	15	-20	3	-8	-1.3	99	0	8
O=c1cc(-c2c(F)c(F)c(F)c(F)c2F)oc2ccccc12	2.2*	6	4	12	8	-14	-3.2	.	3	-1
Cc1c(Cl)cccc1NC(=S)NCCc1ccc(S(N)(=O)=O)cc1	86	-3	11	.	1	3	-5.3	87	-1	.
O=C(NCCC1=CCCCC1)C1CCN(C(=O)Nc2ccccc2)CC1	95	-59	8	0	0	-10	-0.1	102	5	-1
COc1cccc(N2CCN(C3CCCC(C)C3)CC2)c1 (stereo unspecified)	71	-20	7	-18	-1	0	-3.4	72	11	0
COCC(=O)N(Cc1cc2cc(OC)ccc2[nH]c1=O)c1ccccc1	109	-2	20	-10	-4	-11	-2.8	97	3	-1
Cc1ccc(Cl)cc1N1CCN(C(=O)c2ccc(CN3CCOCC3)cc2)CC1	73	2	6	-12	-14	-6	-3.5	67	5	-1
COc1ccc(C(C)NC(=O)C2CCCO2)cc1OC (stereo unspecified)	94	-41	7	15	12	-5	0.0	101	1	-2
O=C(OCc1cnc(Cl)s1)c1ccccc1Cl	105	-36	9	-24	0	-8	1.4	112	0	.
COc1ccccc1NC(=O)N1CCCC1C(=O)NCc1ccccc1 (stereo unspecified)	97	-20	25	-11	-5	-18	-0.6	108	-3	-1
COC(=O)c1ccc(N2CCN(C)CC2)c(NC(=O)c2cc3ccccc3o2)c1	62	-49	6	-23	-11	-10	-1.6	69	0	-1
CCC(=O)Nc1ccc(-c2nnc(-c3ccccc3)o2)cc1	50	-42	5	.	4	-25	-1.1	57	-1	3
COC(=O)/C=C/C(=O)Nc1cccnc1	86	4	3	-29	1	-3	-3.5	80	8	-2
N/C(=N\OC(=O)COc1ccc2ccccc2c1)c1cccnc1	78	-19	10	14	-9	-8	2.9	68	7	-7
COc1cccc(C(=O)/C=C/Nc2ccc(S(=O)(=O)Nc3onc(C)c3C)cc2)c1	84	-50	7	-7	-1	3	-1.3	89	0	-11
O=C(NCc1ccccc1)C1CCCN(C(=O)Nc2ccccc2)C1 (stereo unspecified)	98	-22	13	.	-6	-9	-2.5	97	1	1
CCOc1ccc(OCC)c(NC(=O)CC2Oc3ccccc3NC2=O)c1 (stereo unspecified)	88	-5	14	0	-9	-8	-3.3	95	0	0
O=C(O)C1CCCN(S(=O)(=O)c2ccc(Br)cc2)C1 (stereo unspecified)	99	-67	13	1	-8	-1	-0.6	97	3	-1
CCCCCOC(=O)Cn1c(=O)c2c(nc(N3CCOCC3)n2C)n(C)c1=O	87	-35	17	-5	-14	-3	-2.2	84	5	.
OC(COc1c(Br)cc(Br)cc1Br)CN1CCOCC1 (stereo unspecified)	85	-56	14	-8	-16	-2	-1.5	84	4	-1
CCOC(=O)c1c(C)n(C)c2cc(OCCN(CC)CC)ccc12	94	-23	3	6	1	0	-3.3	91	2	-2
COc1cc(OC)c(NS(=O)(=O)c2ccc(Cl)c(C(=O)OC(C)C(=O)N3CCCC3)c2)cc1Cl (stereo unspecified)	76	-26	2	.	9	-5	-2.0	69	3	-9
Cc1cc(C(F)F)n2nc(C(=O)Nc3ccc(S(=O)(=O)NC45CC6CC(CC(C6)C4)C5)cc3)nc2n1	98	-9	10	10	-8	-7	-0.9	88	-1	-1
CCN(CC)C(=O)CSc1nc(OC)cc(=O)[nH]1	103	-11	8	6	5	8	-1.5	112	-1	-11
O=C(Cn1c(O)c(/C=C2\C=Nc3ccc(Br)cc32)sc1=O)N1CCCC1	88	-37	4	.	5	-26	-2.8	83	-1	2
CCn1c(SCC(=O)N=Nc2c(O)[nH]c3ccccc23)nnc1-c1ccc(C(C)(C)C)cc1	91	-23	16	.	10	5	1.6	98	1	-4
CCC(C)(C)n1nnnc1C(c1cc2cccc(C)c2[nH]c1=O)N1CCCC1 (stereo unspecified)	88	-37	6	.	3	36*	0.3	94	-1	-2
Nc1cc(C(=O)OCC(=O)N2CCCC2)ccc1Cl	95	-49	17	9	2	-26	-1.0	94	2	-2
O=c1cc(CSc2nc3ccccc3[nH]2)c2ccccc2[nH]1	96	-12	10	.	0	-7	-1.0	87	2	0
COC(=O)COc1nc(C)c2c(c1C#N)CC(C)(C)OC2	93	-1	17	5	5	-3	0.3	91	0	2
COc1ccc(S(=O)(=O)Oc2ccc3ccccc3c2)cc1	69	-16	4	28	13	-5	-2.2	64	4	.
COc1ccccc1C(=O)Nc1ccc(S(=O)(=O)Nc2cc(C)on2)cc1	96	-13	3	12	1	-12	-0.3	99	-1	0
C=CCn1c(SCC(=O)Nc2ccccc2OC)nc(O)c(CC)c1=O	99	-29	22	-2	-10	-23	-1.8	103	1	0
COc1ccc(NC(=O)c2sc(NC(=O)COc3ccccc3)nc2C)cc1	94	-59	2	10	-4	-5	-0.1	94	0	.
COc1cc(-c2nc(-c3ccccn3)no2)cc(OC)c1OC	92	-10	1	-27	4	.	1.2	99	0	-1
Cc1ccc(-n2nc3c(c2NC(=O)/C=C\c2ccc4c(c2)OCO4)CSC3)cc1	82	-19	4	31	-1	1	-1.1	71	6	.
CCn1ncc(C2=NOC(C(=O)Nc3cc(OC)c(Cl)cc3OC)C2)c1C (stereo unspecified)	99	-27	4	-56	4	2	-1.1	102	3	-1
COc1cc(NC(=O)c2cccs2)c(OC)cc1NC(=O)CCn1nnc2ccccc21	95	-39	5	10	10	-4	-1.5	105	-2	0
CCOC(=O)C1CCCN(C2CC(=O)N(c3ccc(C)cc3)C2=O)C1 (stereo unspecified)	96	1	7	-10	-18	-1	-2.8	98	2	-1
CCCCn1c(NC(=O)CC)c(C#N)c2nc3ccccc3nc21	89	4	10	3	2	-25	-5.6	98	9	-1
Cc1cccc(NC(=S)NNC(=O)COc2ccc(Cl)cc2Cl)c1	89	-6	9	.	-13	-3	0.4	98	5	.
O=C(COC(=O)c1ccccc1)c1ccc(Br)cc1	101	-49	10	-55	-5	-11	0.5	112	3	2
CCCC(CCC(=O)Nc1ccc(C(=O)OCC)cc1)C(=O)O (stereo unspecified)	101	-39	8	-18	-5	-3	1.2	102	4	.
COC(=O)[C@H]1C[C@@H]1[C@H](NC(=O)[C@H]1C[C@@H]1[C@H](NC(=O)OCc1ccccc1)c1ccccc1)c1ccccc1	74	-38	9	-8	10	7	-0.8	79	7	.
CCCC1(CCC)NC(=O)N(CC(=O)N2CCN(C(=O)c3ccco3)CC2)C1=O	93	-31	4	-15	-2	4	-2.1	89	-1	2
O=C1/C(=C/c2ccncc2)SC(=S)N1C1CCCCC1	59	-40	42	-86	-7	8	-2.0	58	-1	-11
CCOC(=O)c1[nH]c2ccc(OC)cc2c1NC(=O)c1ccc(OC)c(OC)c1	78	-24	13	7	4	-3	-2.4	74	-1	0
Nc1nc(SCC(=O)NCC2CCCO2)n[nH]1 (stereo unspecified)	98	-29	8	3	-9	-26	-1.1	94	4	1
c1ccc(N2CCN(C3CCSC3)CC2)cc1 (stereo unspecified)	89	1	4	.	3	-1	1.0	97	5	0
Cc1cccc(NC(=O)CSc2nc3[nH]ncc3c(=O)n2-c2ccccc2)c1	86	-48	4	-14	5	2	0.7	80	2	-1
O=S(=O)(Cc1ccccc1)N1CCN(C/C=C/c2ccccc2)CC1	101	-69	13	-20	1	-8	-1.4	106	2	6

Brought forward from above: 3 compounds, followed by the next part.
SMILES	bCat KO growth	Yeast growth inh	Measles CPE	E-sel TNF inh	GALR2 antag	Yeast life ext	MRP-1 activ	PTEN del growth	NPY Y2 blocker	Phagocytosis inh
c1ccc(N2CCN(C3CCSC3)CC2)cc1 (stereo unspecified)	89	1	4	.	3	-1	1.0	97	5	0
Cc1cccc(NC(=O)CSc2nc3[nH]ncc3c(=O)n2-c2ccccc2)c1	86	-48	4	-14	5	2	0.7	80	2	-1
O=S(=O)(Cc1ccccc1)N1CCN(C/C=C/c2ccccc2)CC1	101	-69	13	-20	1	-8	-1.4	106	2	6
CCCN(CC(=O)Nc1ccccc1Br)CC(=O)Nc1ccc(F)c(F)c1F	59	-23	7	.	3	5	-2.0	50	2	-13
O=C(CCC(=O)OCC(=O)c1ccc(Br)cc1)Nc1cccc2cccnc12	77	-25	7	-53	-4	-16	-2.5	93	5	-3
CC(=O)c1cn(CC(=O)NCc2cccnc2)c2ccccc12	87	4	7	-18	8	0	-2.1	89	7	1
Cc1ccc2c(CC(=O)NC3=NCCS3)coc2c1	86	-26	4	.	-7	-9	-0.6	89	2	0
CC(=O)c1ccc(OCC(O)CN2CCOCC2)cc1 (stereo unspecified)	95	18	37	.	2	3	-1.1	92	7	-1
O=C(O)CCN1C(=O)C2CCCCC2C1=O (stereo unspecified)	96	-40	6	-13	6	-2	-1.2	101	-2	.
O=C(NN1C(=O)C2C(C1=O)C1C=CC2C12CC2)c1ccncc1 (stereo unspecified)	96	-25	9	7	-5	-16	-0.4	97	4	0
COc1ccccc1CNC(=O)c1cnn2c(C(F)F)cc(C)nc12	89	-55	29	3	-13	-3	-0.7	99	3	-1
CCS(=O)(=O)N1CCCC(C(=O)NC2CCCC2)C1 (stereo unspecified)	90	-16	5	.	-2	-27	-1.2	87	1	-2
Cc1cccc(CCNC(=O)c2cc(=O)[nH]c3ccc(Br)cc23)c1	86	-23	2	.	-1	-3	0.4	82	5	-3
O=C(Nc1ccc(N2CCOCC2)cc1N1CCOCC1)c1cccs1	87	-49	3	9	9	-10	-1.3	98	4	0
O=C(NCc1cccs1)C(Cc1ccccc1)NS(=O)(=O)c1cccs1 (stereo unspecified)	93	-24	6	-8	-3	-4	-3.5	100	3	.
